proCasp3 act = activates human procaspase-3 | P42574 | recombinant procaspase-3 D3A, Ac-DEVD-pNA absorbance 405 nm | activation, % at 8.5 µM | actives 0.11% (n = 330,000) | AID 463141;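 active means activation above the mean of all tested compounds plus 3 SD, cut at about 21% in these data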;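 further: 0% = DMSO alone and 100% = DMSO wells spiked with extra 5 µM PC-3 D3A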
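Evaluation: percent activation relative to control range; Material: Procaspase-3 D3A mutant, all three cleavage aspartates alanine; Compound: single dose, 8.5 µM nominal compound, 0.8% DMSO; Replication: one well per compound; Signal: absorbance at 405 nm, 0 and 120 min; Schedule: 1 h preincubation plus 2 h reaction at 25 °C.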
procasp7 counter = counter-screen: procaspase-7 (human) activation | activation, % at 8.5 µM | P55210 | recombinant procaspase-7, Ac-DEVD-pNA absorbance 405 nm; D23A/D198A/D206A triple mutant, cannot self-cleave; scale: DMSO 0, 5 µM enzyme 100 | actives 0.093% (n = 330,000);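 active means percent activation above the screen-wide mean plus 3 SD, cut at about 25% in these data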
Target sequence (P55210 whole entry D23A/D198A/D206A): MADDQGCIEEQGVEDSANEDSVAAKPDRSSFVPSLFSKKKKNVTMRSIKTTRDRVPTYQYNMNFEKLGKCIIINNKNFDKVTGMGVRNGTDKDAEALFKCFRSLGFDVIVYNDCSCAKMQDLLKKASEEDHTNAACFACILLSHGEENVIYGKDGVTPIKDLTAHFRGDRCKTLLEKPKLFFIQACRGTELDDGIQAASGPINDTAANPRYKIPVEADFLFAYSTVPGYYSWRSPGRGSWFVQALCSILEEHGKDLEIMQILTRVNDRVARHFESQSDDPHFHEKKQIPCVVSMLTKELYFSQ
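buffer or medium = Zinc-free HEPES/NaCl buffer, pH 7.4 | material = Procaspase-7 triple mutant (PC-7 D3A) | input = 2 µM procaspase-7 mutant as dispensed | signal = Epi-absorbance of released pNA at 405 nm, two timepoints | timing = 1 h preincubation, 2 h reaction | replicates = singlicate compound testing | evaluation = % activation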
core dimer inh = blocks dimerization of HCV core protein; TR-FRET GST/Flag-core106 dimerization, 1536-well; inhibition, % at 5 µM; actives 0.33% (n = 300,000); AID 1899;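 active means inhibition above the mean of all tested compounds plus 3 SD, set per screening campaign, cut at about 45% in these data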
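Test system: GST/Flag-tagged HCV core106 proteins; Medium: KF-containing HEPES buffer, pH 7.45, DTT, CHAPS, BSA; Times: compound-protein-antibody incubation 4 h at 22.5 °C; Detection: TR-FRET 671 and 617 nm emission; Benchmarks: wells lacking GST-core106 and wells with excess unlabelled core106.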
PP5 inh = inhibitors of human protein phosphatase 5 (PP5) | purified PP5c, OMFP substrate fluorescence | inhibition, % at 6.7 µM | actives 0.18% (n = 320,000) | AID 1987;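 active means inhibition above the campaign's mean inhibition across all tested compounds plus 3 SD, cut at about 9.5% in these data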;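 further: 0% = DMSO only and 100% = 100 µM cantharidin control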
TPT1 inh = C. albicans TPT1 enzyme inhibition | recombinant caTPT1, FP RNA substrate dephosphorylation | AID 1962 | actives 0.81% (n = 300,000) | inhibition, % at 5 µM;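 active means inhibition above the mean of all tested compounds plus 3 SD, set per screening campaign, cut at about 24% in these data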;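 further: plate controls were DMSO alone for no effect and ferristatin control at 100 nM for full effect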
PP1 counter = blocks human PP1-alpha phosphatase, a PP5 counter-screen | actives 0.9% (n = 320,000) | inhibition, % at 6.7 µM | purified PP1alpha, OMFP fluorescence | P62136;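 active means inhibition above the mean inhibition of all tested compounds plus 3 SD, computed separately for each screening campaign, cut at about 15% in these data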
Target sequence (P62136 whole entry, looked up): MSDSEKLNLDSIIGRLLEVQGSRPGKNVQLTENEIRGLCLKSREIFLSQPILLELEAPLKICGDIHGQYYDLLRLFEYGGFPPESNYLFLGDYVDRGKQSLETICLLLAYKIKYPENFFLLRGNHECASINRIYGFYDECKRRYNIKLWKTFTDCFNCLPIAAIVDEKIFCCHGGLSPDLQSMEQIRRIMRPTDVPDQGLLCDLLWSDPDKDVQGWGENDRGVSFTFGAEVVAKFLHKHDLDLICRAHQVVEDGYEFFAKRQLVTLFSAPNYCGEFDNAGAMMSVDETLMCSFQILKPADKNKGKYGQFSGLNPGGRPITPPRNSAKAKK
GASC-1 inh = blocks human GASC-1 demethylase activity | Q9H3R0 | GST-JMJD2C(1-420) H3K9me3 demethylation, DELFIA europium | AID 2099 | inhibition, % at 2.35 µM | actives 0.069% (n = 330,000);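 active means more than half of a compound's replicate wells show inhibition beyond 50%, single wells judged on their own value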;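 further: signal counts dimethyl H3K9 product captured on neutravidin plate; 0% = median of DMSO wells and 100% = 0.3 times that DMSO median; strong numbers were not always called active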
Target sequence (Q9H3R0 1-420 limits assumed): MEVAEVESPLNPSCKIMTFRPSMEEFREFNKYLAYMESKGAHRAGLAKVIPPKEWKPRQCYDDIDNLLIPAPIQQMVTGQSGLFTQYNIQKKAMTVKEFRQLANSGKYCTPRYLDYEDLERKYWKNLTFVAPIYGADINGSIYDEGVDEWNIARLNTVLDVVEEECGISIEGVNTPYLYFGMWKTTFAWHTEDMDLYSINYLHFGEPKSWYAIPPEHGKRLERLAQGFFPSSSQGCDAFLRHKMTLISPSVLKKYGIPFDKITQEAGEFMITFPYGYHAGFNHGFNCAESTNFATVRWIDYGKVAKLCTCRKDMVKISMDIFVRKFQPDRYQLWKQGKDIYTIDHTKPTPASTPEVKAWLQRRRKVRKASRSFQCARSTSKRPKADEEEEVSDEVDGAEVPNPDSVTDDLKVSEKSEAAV
CTSL1 counter = counter-screen for PFM18AAP inhibitors: inhibitors of F. hepatica cathepsin L1. inhibition, % at 5.96 µM. recombinant F. hepatica cathepsin L1, Z-Leu-Arg-MCA fluorescence. actives 0.49% (n = 300,000);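 active means inhibition above the mean of all tested compounds plus 3 SD, set per screening campaign, cut at about 17% in these data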;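 further: 0% = plate median of test compound wells and 100% = 1 µM Z-Phe-Ala-diazomethylketone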
Efflux pump inh = inhibitors of Candida antifungal efflux pumps expressed in yeast; AID 485275; actives 0.44% (n = 330,000); inhibition, % at 10 µM; S. cerevisiae Candida pump triplex, Nile Red efflux;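 active means plate passing quality check with inhibition over a set limit, or well fluorescence over plate mean plus 4 SD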;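 further: Nile Red retained in pooled yeast measured as flow cytometry median fluorescence; 0% = buffer negative control and 100% = Enniatin B positive control; higher means more Nile Red kept so more efflux inhibition; some compounds called inactive have numbers as strong as hits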
The depositor's hits bear a star; i = inactive; · = not tested or not shown. The order is random; 2.9% or so of the library scored in one or more.

SMILES | proCasp3 act | procasp7 counter | core dimer inh | PP5 inh | TPT1 inh | PP1 counter | GASC-1 inh | CTSL1 counter | Efflux pump inh
COc1ccc(C(=O)NC(=S)Nc2ccc3c4c(cccc24)CC3)cc1OC | 0 | -15 | 18 | -2.1 | -1 | -2 | 5 | 1 | 0.1
CCc1ccccc1NC(=O)Nc1cnccn1 | 4 | 0 | -5 | 1.9 | 2 | -1 | 10 | 0 | 1.3
Cc1ccc(-c2csc(NC(=O)CCNC(=O)c3ccccc3Cl)n2)cc1 | -3 | -4 | 9 | 2.7 | -3 | 3 | 9 | 3 | -0.1
CCCCCOC(=O)Nc1ccc(S(=O)(=O)Nn2cnnc2)cc1 | -9 | -2 | 2 | -1.7 | -4 | 1 | 15 | -2 | -0.1
CC(=O)N1CCN(c2ccc(NC(=O)c3ccc4c(c3)OCCO4)cc2)CC1 | -3 | -1 | -5 | 3.0 | 1 | -3 | 12 | -5 | 0.0
CCOC(=O)c1c(-c2ccc(C)s2)csc1N | -17 | -26 | -4 | 7.7 | 1 | 0 | -2 | -2 | 0.2
COc1cc(/C=N/NC(=O)/C(=C\c2ccc([N+](=O)[O-])cc2)NC(=O)c2ccccc2)cc(OC)c1O | -8 | 7 | -1 | 3.7 | -1 | 3 | -8 | -3 | 0.1
CCCn1c(SCC(=O)c2cc(C)ccc2C)n[nH]c1=O | -8 | -9 | 2 | 0.3 | -2 | -1 | -6 | -1 | 0.3
Cc1cc(NC(=O)CSCC(=O)N(C)Cc2c(F)cccc2Cl)no1 | -8 | 10 | -4 | 1.5 | -4 | -3 | 4 | 0 | 0.0
Cc1cc(SCNC(=O)c2ccccc2)ncn1 | -19 | -39 | -9 | 1.5 | 2 | -2 | 4 | 8 | 0.0

Next section; it opens with the five that closed the last part.
SMILES | proCasp3 act | procasp7 counter | core dimer inh | PP5 inh | TPT1 inh | PP1 counter | GASC-1 inh | CTSL1 counter | Efflux pump inh
CCOC(=O)c1c(-c2ccc(C)s2)csc1N | -17 | -26 | -4 | 7.7 | 1 | 0 | -2 | -2 | 0.2
COc1cc(/C=N/NC(=O)/C(=C\c2ccc([N+](=O)[O-])cc2)NC(=O)c2ccccc2)cc(OC)c1O | -8 | 7 | -1 | 3.7 | -1 | 3 | -8 | -3 | 0.1
CCCn1c(SCC(=O)c2cc(C)ccc2C)n[nH]c1=O | -8 | -9 | 2 | 0.3 | -2 | -1 | -6 | -1 | 0.3
Cc1cc(NC(=O)CSCC(=O)N(C)Cc2c(F)cccc2Cl)no1 | -8 | 10 | -4 | 1.5 | -4 | -3 | 4 | 0 | 0.0
Cc1cc(SCNC(=O)c2ccccc2)ncn1 | -19 | -39 | -9 | 1.5 | 2 | -2 | 4 | 8 | 0.0
CC(=O)O[C@H]1c2ccccc2-c2ccccc2[C@@H]1OC(C)=O | -3 | 5 | -4 | 3.9 | -1 | -2 | 3 | -15 | 0.1
CSc1ccc(CCNC(=O)c2nn(C)c3c2CS(=O)(=O)c2ccccc2-3)cc1 | 6 | -2 | 6 | 2.0 | 4 | 1 | -16 | -1 | 0.3
OCC[C@@H]1C[C@H](O)[C@@H](O)[C@]2(CCc3ccccc3CO2)O1 | 5 | -5 | -15 | 1.8 | 3 | -3 | -4 | -3 | -0.1
Cc1ccc(S(=O)(=O)N2CCN(C(=O)Cc3ccc4c(c3)OCCO4)CC2)cc1C | 8 | -3 | 5 | 0.6 | 2 | 1 | -12 | 4 | 0.2
Cn1c(CN2CCOCC2)nnc1SCC(=O)Nc1cccc(C(F)(F)F)c1 | 0 | -2 | 2 | 1.7 | 2 | 0 | 3 | 2 | 0.0
CCOC(=O)c1ccc(NC(=O)c2cc(=O)[nH]c3ccccc23)cc1 | 8 | 4 | 1 | -0.2 | 2 | 1 | -28 | 4 | -0.1
CCc1ccc2c(c1)C(c1ccncc1)=NNC(c1ccccc1)=N2 | 0 | 16 | 11 | 0.0 | -1 | -1 | -11 | 2 | -0.1
COC(=O)N1C(=O)[C@@](CC(C)C)(c2ccccc2)N1C(=O)OC | 7 | -4 | -22 | 4.2 | 3 | -2 | 7 | -1 | 0.1
Cc1nn(-c2nc3ccccc3n2Cc2ccccc2)c2c1C(=O)CC(C)(C)C2 | 3 | 7 | 13 | -0.3 | -4 | 2 | · | 0 | 0.1
CCOc1ccc(CN2C(=O)c3ccccc3C2C(=O)NC(C)CC)cc1OC (stereo unspecified) | 7 | 6 | -8 | 1.7 | -3 | 1 | -8 | -4 | 0.0
CC1=CC(C)(C)N(S(=O)(=O)c2ccc(C)cc2)c2ccc(C)cc21 | 7 | 6 | 1 | 0.9 | 0 | 0 | -6 | 3 | -0.1
O=C(COc1ccc(Cl)cc1)OCC(=O)N1CCCCCC1 | 3 | 0 | 0 | 2.1 | -1 | -4 | 2 | -15 | 0.0
CCn1ncc([N+](=O)[O-])c1C(=O)Nc1c(C)nn(Cc2ccc(F)cc2)c1C | -7 | -3 | -4 | -0.6 | 0 | -4 | 1 | 2 | 0.0
CSCCC(N=C(NS(=O)(=O)c1ccccc1)c1ccccc1)C(=O)O (stereo unspecified) | 3 | 11 | -5 | 0.1 | -2 | 1 | -2 | 1 | 0.0
COc1ccc(C=Nc2cccc3c(=O)[nH][nH]c(=O)c23)c2ccccc12 | -7 | 1 | 9 | 3.9 | -1 | 5 | -7 | 3 | -0.2
CSCCC(NC(N)=O)C(=O)Nc1ccc(F)c(Cl)c1 (stereo unspecified) | 6 | 6 | 3 | -0.3 | -3 | -6 | 0 | -3 | 0.1
Cc1ccc(S(=O)(=O)N(C)c2ccc(OC(=O)c3cccs3)cc2)cc1C | -1 | -5 | · | 0.5 | · | 3 | -4 | · | -0.2
Cn1ccnc1C(=O)c1cc(SCC(=O)NCc2ccccc2)nc2ccccc12 | -20 | -11 | 2 | 2.8 | 5 | 3 | 22 | -3 | 0.2
CCOC(=O)C1CCN(S(=O)(=O)c2cccc(-c3cn4cccnc4n3)c2)CC1 | -5 | -7 | 10 | 1.2 | -4 | 1 | 1 | -1 | 0.1
O=C(c1ccc(Cl)cc1)c1oc2ccccc2c1CS(=O)c1ccc(Cl)cc1 (stereo unspecified) | 3 | -9 | 6 | 0.1 | -1 | -2 | 17 | 1 | -0.2

Three entries from above, sorted by the number in PP5 inh, falling.
| SMILES | PP5 inh |
| --- | --- |
| Cc1cc(SCNC(=O)c2ccccc2)ncn1 | 1.5 |
| CCn1ncc([N+](=O)[O-])c1C(=O)Nc1c(C)nn(Cc2ccc(F)cc2)c1C | -0.6 |
| COc1ccc(C(=O)NC(=S)Nc2ccc3c4c(cccc24)CC3)cc1OC | -2.1 |

The listing continues:
SMILES | proCasp3 act | procasp7 counter | core dimer inh | PP5 inh | TPT1 inh | PP1 counter | GASC-1 inh | CTSL1 counter | Efflux pump inh
CCN(CC)S(=O)(=O)c1ccc(Cl)c(NC(=O)CCCCl)c1 | -6 | -9 | 3 | -0.6 | 0 | -4 | -13 | -6 | 0.3
COc1cc(NC(=S)N2CCCC(C)C2)c(OC)cc1Cl (stereo unspecified) | -18 | -17 | -3 | -0.3 | -1 | -4 | 3 | -1 | 0.2
Cn1cc(CN2CCc3c([nH]c4ccccc34)C2C2CCCCC2)cn1 (stereo unspecified) | 2 | -1 | 0 | 1.4 | -5 | 0 | 6 | 2 | 0.0
COc1ccccc1-n1c(Cc2cccs2)n[nH]c1=S | 0 | -19 | -4 | -2.5 | -4 | -1 | -14 | 1 | 0.0
CN(CC(=O)Nc1ccccc1Br)C(=O)C1CCN(C(=O)c2ccc(Cl)cc2)CC1 | 0 | -4 | -14 | -0.8 | 5 | 0 | 4 | -3 | 1.7
COc1ccc(-c2nnn(CC(=O)N(Cc3ccccc3Cl)C(C(=O)NCC3CCCO3)c3ccco3)n2)cc1 (stereo unspecified) | -3 | 5 | 3 | -3.0 | -2 | -3 | 11 | -4 | -0.1
COc1cc(OC)cc(C(=O)Nn2cc(C(=O)Nc3c(F)cccc3F)c3ccccc3c2=O)c1 | -9 | 0 | 10 | 1.7 | 1 | 0 | -15 | -1 | 0.0
Cc1ccc(NC2SC(=O)N(Cc3cccc(C(=O)O)c3)C2=O)c(C)c1 (stereo unspecified) | -14 | -29 | 6 | 2.0 | -3 | -5 | -3 | -1 | 0.0
CCNc1nc(C23CC4CC(CC(C4)C2)C3)cs1 | -8 | 2 | 4 | 1.5 | -2 | -2 | 13 | 0 | 0.0
C=CCO/N=C(\C)c1c(O)c(C)c(-c2ccccc2)n(-c2ccccc2)c1=O | 0 | 8 | 4 | 0.3 | 2 | -1 | -3 | -2 | 0.0
CC(C)Cn1c(=O)c(C(=O)NCc2ccccn2)c(O)c2ccccc21 | 3 | -5 | -6 | 2.2 | -1 | 4 | i | -2 | 0.1
CCc1ccc(N2C(=O)C3C(C2=O)N2CCCN2C3c2ccccc2)cc1 (stereo unspecified) | -3 | 2 | 0 | 4.0 | -1 | -3 | -24 | -3 | 0.1
COCCNC(=O)c1cc2cc(Br)cc(Br)c2oc1=O | 4 | 7 | 2 | -2.1 | 1 | -3 | -9 | 0 | 0.0
Cc1cccc(C(=O)NC(=S)Nc2ccccc2C(=O)O)c1 | -13 | -22 | -3 | 0.8 | -3 | -3 | -1 | 2 | 0.0
Cn1cccc1/C=N/NC(=O)c1ccn[nH]1 | -6 | -8 | -5 | 0.9 | 0 | -2 | 3 | 8 | -2.7
CC(C)(C)c1ccc(OCC(=O)N/N=C/c2ccsc2)cc1 | -6 | -6 | -4 | 2.7 | 2 | 3 | 6 | -2 | 0.6
C=CCNC(=O)CSc1nc2sc3c(c2c(=O)n1CCC)CCC3 | 9 | 13 | 9 | 0.5 | 1 | 3 | 6 | 2 | -0.1
COc1ccccc1C(=O)NC(=O)CSc1nnc(N)s1 | -10 | -5 | · | -0.4 | · | -6 | -4 | · | -0.1
Cc1cc(=O)[nH]c(SCC(=O)NC(c2ccccc2)c2ccccc2)n1 | 1 | 8 | -1 | 1.7 | 4 | -2 | 3 | 3 | 0.1
CCN(CC)C(=O)CC(c1cc(OC)c(OC)c(OC)c1)c1c(O)cc(OC)cc1OC (stereo unspecified) | -1 | -1 | -7 | 3.1 | -5 | -1 | 7 | -2 | -0.1

Source: PubChem BioAssay (several laboratories)
